NSD2 inh: inhibitors of human histone methyltransferase NSD2 | 310,000 tested, 0.54% active | O96028 | inhibition, % at 12.5 µM | NSD2 peptide methylation, AlphaScreen, 120 min | AID 743445; in the data active = inhibition above about 50%
V-ATPase pH: alters yeast V-ATPase proton transport; AID 504577; S. cerevisiae, pHLuorin cytosolic pH fluorescence; response, % at 10 µM; 350,000 tested, 0.37% active; in the data active = response mostly above about 7.3%, no sharp cut-off; inactive = mostly below about 5.4%; also: actives read high; inactives centre near 0; some compounds called inactive have numbers as strong as hits; reference of the scale not given here
CAL PDZ FP-1: inhibitors of human CAL PDZ peptide binding; inhibition, % at 20 µM; 330,000 tested, 0.02% active; purified CAL PDZ, TMR-peptide fluorescence polarization, 1 h; AID 504414;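 active = highest replicate inhibition of at least 40%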;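 also: plate controls were DMSO neutral control wells for no effect and unlabeled competitor peptide control wells for full effect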
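System: purified tagged CAL PDZ domain construct (CerCALP). Schedule: 1 h incubation at room temperature before polarization reading. Medium: 25 mM sodium phosphate pH 7.4, 150 mM NaCl, TCEP, IgG, Thesit. Read-out: percent inhibition from loss of millipolarization. Measured by: FP readout, S and P plane fluorescence. Probe or stimulus: fluorescent TMR peptide probe.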
C-LANA FP: KSHV C-LANA DNA binding inhibition | MBP-C-LANA/FAM-LBS DNA binding, fluorescence polarization | inhibition, % at 9 µM | 340,000 tested, 0.078% active;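 active = highest replicate inhibition at or above 60% at 9 µM, even if other replicates fall short; inactive = all replicates below 60% inhibition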;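 also: 0% = neutral control wells and 100% = 4 µM acridine orange control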
Arrestin-AP2 inh: inhibitors of human beta-arrestin and AP2 interaction; 340,000 tested, 0.31% active; FITC-arrestin peptide / GST-AP2 beads, flow cytometry; AP2 beta2 appendage carries R879A mutation; inhibition, % at 10 µM;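 active = inhibition above a set limit, near 3 SD of compounds lacking own fluorescence, cut at about 54% in these data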;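 also: plate controls were DMSO wells for no effect and 5 µM unlabelled arrestin peptide for full effect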
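Material – GST-tagged AP2 beta2-adaptin appendage (R879A) on 4 µm glutathione beads · Probe or stimulus – fluorescein-tagged arrestin peptide at 50 nM final · Timing – 12 min plus 1 h, RT · Detection – bead flow cytometry, FITC channel · Read-out basis – inhibition as reduced fluorescein signal on beads, percent · Medium – PBS plus Tween 20 (0.05%) and BSA (0.1%)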
Keap1 Nrf2 FP: Keap1-Nrf2 (human) interaction inhibition; Q14145; Keap1 Kelch-Nrf2 peptide fluorescence polarization, 1536-well; inhibition, % at 9.4 µM; 340,000 tested, 0.15% active; in the data active = inhibition above about 12%;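 also: human Keap1 Kelch domain with fluorescein labeled Nrf2 9mer peptide probe; 0% = neutral control wells and 100% = peptide positive control; higher means more block of Keap1 binding to Nrf2 peptide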
Target sequence (Q14145 whole entry, looked up, the tested form may be a part): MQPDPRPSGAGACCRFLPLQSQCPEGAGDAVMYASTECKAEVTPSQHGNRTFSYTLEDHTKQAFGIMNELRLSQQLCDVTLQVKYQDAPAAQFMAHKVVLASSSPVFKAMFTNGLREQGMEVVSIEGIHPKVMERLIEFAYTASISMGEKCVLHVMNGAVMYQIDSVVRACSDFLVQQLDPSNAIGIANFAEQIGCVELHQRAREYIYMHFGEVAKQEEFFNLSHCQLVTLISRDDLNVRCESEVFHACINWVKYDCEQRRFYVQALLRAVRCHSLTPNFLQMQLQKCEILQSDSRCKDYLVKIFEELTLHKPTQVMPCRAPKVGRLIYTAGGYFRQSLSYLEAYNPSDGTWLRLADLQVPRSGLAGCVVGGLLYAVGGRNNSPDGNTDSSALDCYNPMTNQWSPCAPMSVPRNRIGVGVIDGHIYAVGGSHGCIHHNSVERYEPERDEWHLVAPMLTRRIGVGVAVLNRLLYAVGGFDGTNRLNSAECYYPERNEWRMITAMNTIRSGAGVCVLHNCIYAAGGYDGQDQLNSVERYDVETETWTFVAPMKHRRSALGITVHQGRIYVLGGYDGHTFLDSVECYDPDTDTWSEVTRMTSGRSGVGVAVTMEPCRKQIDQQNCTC
Pemphigus Ab inh: blocks pemphigus antibody binding to human desmoglein-3 | DSG3-coupled beads, scFv-anti-DSG3-GFP binding, flow cytometry; stronger effect = lower value | binding (percent of control), % at 10 µM | 310,000 tested, 0.48% active;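 active = binding more than 3 SD below its plate's average and above zero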;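 also: hits lower antibody fragment binding to DSG3; some compounds called inactive have numbers as strong as hits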
Cardiac RTF inh: cardiac RTF calcium desensitization. 340,000 tested, 0.12% active. P19429+P45379. IANBD-labeled cardiac RTF, Ca2+ fluorescence. inhibition, % at 7.15 µM. AID 493244;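 active = inhibition above the mean inhibition of all tested compounds plus 3 SD, cut at about 17% in these data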;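 also: assay run at fixed EC70 calcium of 1.6 mM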
DAGLB inh: diacylglycerol lipase beta (human) inhibition. HEK293T DAGLB membrane lysate, EnzChek fluorogenic substrate. inhibition, % at 5.17 µM. 340,000 tested, 0.059% active. AID 504411; in the data active = inhibition above about 34%;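 also: 0% = enzyme with vehicle and 100% = wells lacking enzyme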
CAL PDZ FP-2: inhibitors of human CAL PDZ peptide binding; purified CAL PDZ, TMR-peptide fluorescence polarization, 1 h; Q9HD26; 300,000 tested, 0.92% active; inhibition, % at 24.9 µM; AID 602252;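 active = mean inhibition of at least 30% with at least half of replicates also reaching 30%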;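 also: 0% = DMSO neutral control and 100% = excess unlabeled competitor peptide PRC23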
* hit, by the source's call; i = inactive; . = not tested or not shown. The list is partial; count on the stated rates, not on these rows.

mol	NSD2 inh	V-ATPase pH	CAL PDZ FP-1	C-LANA FP	Arrestin-AP2 inh	Keap1 Nrf2 FP	Pemphigus Ab inh	Cardiac RTF inh	DAGLB inh	CAL PDZ FP-2
COc1ccc(-c2c(C#N)c(SCC(=O)c3cc4ccccc4oc3=O)nc(C)c2C(=O)Nc2ccccc2)cc1	1	0	0.7	-1.1	-7	0	98	-1	6	-5
C=CCOc1ccc(/C=C2\SC(=Nc3cccnc3)NC2=O)cc1	6	1	-1.6	1.5	-4	-11	109	-26	5	.
O=C(O)c1cccc(NC(=O)c2ccc3c(c2)C(=O)N(c2ccccc2)C3=O)c1	-2	1	-0.5	-1.7	-3	0	100	-3	1	-4
O=C(Nc1ccccc1)/C(=C/c1cccc(Br)c1)NC(=O)c1ccco1	.	-2	-1.8	-0.4	15	-4	179	-2	-1	0
CC(=O)N1CCc2cc(S(=O)(=O)NC3CCCc4ccccc43)ccc21 (stereo not given)	.	0	-0.8	0.4	7	-3	99	-4	-1	-1
Cc1cccc(C)c1NC(=O)COC(=O)CCc1ccc(S(=O)(=O)N2CCCCC2)cc1	-1	1	-2.0	1.1	27	-4	101	1	-1	2
Cc1cc(N2C(=O)C3CCC(c4ccccc4)CC3C2=O)no1 (stereo not given)	-1	-1	-0.8	0.1	-3	-2	105	-16	3	-5
Cc1cccc(NN=C2c3ccccc3-c3ccccc32)c1	0	0	0.3	0.3	7	-3	100	-1	-6	0
O=C(Nc1cccnc1)/C(N=Nc1cccnc1)=C(\O)c1ccccc1	7	-1	-7.4	-3.3	33	-2	.	-2	3	0
C/C(=N\N1CCN(c2ccccc2)CC1)c1ccco1	3	0	-1.6	-3.0	-4	-4	123	12	-3	-3
O=C1C2C(C(=O)N1/N=C/c1cc([N+](=O)[O-])ccc1O)C1C=CC2C12CC2 (stereo not given)	2	-3	-1.6	-0.7	-6	3	104	-4	4	0
Cc1cc(C(=O)Nc2cccc(-c3ccc(N4CCOCC4)nn3)c2)ccc1[N+](=O)[O-]	-1	-2	-1.9	-0.4	18	-2	100	6	-1	-1
CCN(CC)CCNC(=O)c1ccc(NC(=O)COc2ccc3c(c2)CCC3)cc1	14	0	-0.3	-0.6	5	-4	98	8	-2	5
CCOC(=O)c1ccc(-c2ccc(/C=C(\C#N)C(=O)NCc3cccs3)o2)cc1	4	-10	-1.0	2.1	-9	3	97	2	0	-2
COc1ccc(NC(=O)c2cn3c(nc4ccccc43)c(C#N)c2C)cc1	1	-3	-0.2	1.3	-6	-1	109	9	-1	5
Cc1sc2nc(CN3CCOCC3)nc(NS(=O)(=O)c3ccccc3)c2c1C	-1	2	-1.2	-1.4	7	-7	108	0	2	-2
Cc1ccc(CONC(=O)c2ccc([N+](=O)[O-])cc2)cc1	-1	-2	0.0	1.3	34	2	102	-3	-4	-6
CC(C)Cc1nnc(NC(=O)c2ccc([N+](=O)[O-])cc2)s1	-2	-3	.	-0.2	7	-6	106	8	1	-8
CC1=C(C(=O)Nc2ccc(C)cc2C)C(c2cccc(Cl)c2)n2nc(C(=O)OC(C)C)nc2N1 (stereo not given)	5	-3	-0.6	-0.9	-2	4	93	-4	-1	0
Cc1cc(=O)oc2cc(OCCSCCN3CCCCC3)ccc12	2	-2	-0.3	-0.2	1	0	.	0	-1	-1
C=CCN(c1ccccc1)S(=O)(=O)c1ccc2c(c1)NC(=O)C(C)S2 (stereo not given)	1	0	-2.7	-1.5	-9	-3	104	-4	-1	0
Cc1ccc(Cl)cc1NC(=O)COC(=O)CC(C)(C)C	-6	-4	-0.3	-1.0	3	-2	113	-8	-3	3
COc1ccc(CCNS(=O)(=O)c2ccc3c(c2)n(C)c(=O)c(=O)n3C)cc1OC	.	3	0.0	-0.4	-5	-4	102	-9	-1	.
COc1cccc(NC(=O)c2cc(Cl)nnc2Cl)c1	2	1	-1.3	1.3	8	-7	117	-14	2	-1
O=C(CCNC(=O)c1ccc([N+](=O)[O-])cc1)N/N=C/c1ccc(F)cc1	-3	1	-0.9	-1.5	28	0	104	-2	4	.
OC(COc1c(F)cc(Br)cc1F)CN1CCN(c2ccc(F)cc2)CC1 (stereo not given)	31	5	-1.1	0.3	0	-6	109	2	-13	2
COc1cccc(-c2nc(CS(=O)(=O)CC(=O)N3CCc4ccccc43)c(C)o2)c1	.	-1	0.9	0.9	-2	4	112	-1	2	1
O=C(Oc1ccc2c(c1)O/C(=C\c1ccncc1)C2=O)c1cccs1	1	-1	0.1	3.9	-1	-5	93	.	.	.
CCN(CC)C(=O)N1CCN(C)CC1	.	-2	0.1	0.5	0	-1	.	-1	1	-1
Cc1ccc2c(c1)[C@H]1[C@H](CO2)[C@H](c2ccccc2)[C@]2(C)C(=O)Nc3cc(F)ccc3C(=O)N12	.	-2	-2.2	-1.1	-4	-4	100	3	-4	-1

Just Pemphigus Ab inh, for 3 of the compounds above:
| SMILES | Pemphigus Ab inh |
| --- | --- |
| Cc1cccc(C)c1NC(=O)COC(=O)CCc1ccc(S(=O)(=O)N2CCCCC2)cc1 | 101 |
| O=C(Nc1ccccc1)/C(=C/c1cccc(Br)c1)NC(=O)c1ccco1 | 179 |
| COc1cccc(NC(=O)c2cc(Cl)nnc2Cl)c1 | 117 |

Following part:
mol	NSD2 inh	V-ATPase pH	CAL PDZ FP-1	C-LANA FP	Arrestin-AP2 inh	Keap1 Nrf2 FP	Pemphigus Ab inh	Cardiac RTF inh	DAGLB inh	CAL PDZ FP-2
O=C(O)C1CCN(S(=O)(=O)c2cccs2)CC1	-4	-6	-2.6	-0.6	0	-5	112	0	0	2
O=C(COC(=O)c1cc[n+]([O-])cc1)Nc1cccc(Cl)c1Cl	-6	-2	-0.6	1.2	-10	-8	97	-6	-1	-6
O=C1C2CC=C(Cl)CC2C(=O)N1CCCCCCN1C(=O)C2CC=C(Cl)CC2C1=O (stereo not given)	1	2	-1.9	31	-3	-5	127	-5	7	-4
O=C(O)c1cccc(S(=O)(=O)Nc2ccc3oc(=O)sc3c2)c1	3	-2	-0.3	1.1	0	-6	106	-5	-1	0
COc1ccc2c(c1)[nH]c1c(Cl)ncnc12	-1	-2	-2.6	0.7	-1	-6	89	-2	0	0
O=C(CSc1nnc(NC(=O)C2CC2)s1)Nc1ccc2c(c1)OCCO2	3	1	-0.5	-1.2	-6	1	113	-9	1	-5
COc1cccc(NC(=O)N2CCN(c3cccc(C)c3C)CC2)c1	-1	12	.	0.1	-1	-1	.	-4	-5	2
O=C(c1cn(-c2ccccc2)nc1-c1ccc(Br)cc1)N1CCOCC1	-1	1	-1.9	-0.5	4	-6	102	-6	-3	2
CCN1C(=O)/C(=C/c2c(C)nn(C)c2C)SC1=S	2	-6	.	0.9	-2	-15	112	-10	-3	-3
CCOc1ccc(NC(=S)Nc2ccc(C)c([N+](=O)[O-])c2)cc1	5	-3	1.7	-0.6	-2	0	102	-3	0	-1
CSc1ccc(/C=C(\NC(=O)c2ccccc2)C(=O)NCCN2CCOCC2)cc1	1	-1	-2.4	0.7	-1	2	104	2	-3	-5
O=C(CN1CCN(S(=O)(=O)c2ccc(Br)s2)CC1)NC1CCCCC1	10	-1	-0.8	3.7	1	-4	101	4	-1	.
Cc1cc(C(=O)CSc2cccc[n+]2[O-])c(C)n1-c1ccc(OC(F)F)cc1	1	-3	-1.1	i	-5	0	103	3	0	0
Cc1n[nH]c(=S)n(NC(=O)/C=C/C(=O)Nn2c(=S)[nH]nc(C)c2=O)c1=O	8	-2	-1.8	24	-16	-2	36*	-14	0	-2
CN(CC(=O)Nc1ccccn1)S(=O)(=O)c1ccc(Cl)cc1	4	-2	0.7	0.0	28	-2	94	7	0	-3
CC(=O)n1c2c(c3ccccc31)OC(N)=C(C#N)C2c1ccc(C(C)C)cc1 (stereo not given)	-2	-2	-0.6	-1.4	-5	-5	96	9	0	-3
c1ccc(-c2cn3c(n2)SCC3)cc1	-3	-4	-1.0	0.9	5	-8	102	-5	-1	-2
O=C(C1CCCO1)N1CCN(Cc2nc3ccccc3c(=O)[nH]2)CC1 (stereo not given)	-2	2	-2.9	1.2	-6	-2	123	4	-1	-4
COc1ccc([N+](=O)[O-])cc1Nc1ncnc2ccccc12	-2	-2	-0.8	0.6	1	-6	97	-11	-1	0
COc1ccccc1NC(=O)CSc1nc2[nH]ncc2c(=O)[nH]1	2	5	0.1	0.0	-3	-4	99	-15	-1	.
Cc1nc2scc(C)n2c(=O)c1S(=O)(=O)N1CCN(c2ccc([N+](=O)[O-])cc2)CC1	-3	-3	0.6	0.0	3	3	91	-6	4	.
COc1cc(NC(=S)NCc2ccc(S(N)(=O)=O)cc2)cc(OC)c1	3	-7	.	-0.3	0	-7	102	-3	0	0
O=c1[nH]cnc(O)c1C(c1ccc2c(c1)OCO2)c1c(O)nc[nH]c1=O	-1	1	-0.8	-0.1	-12	-3	98	-2	1	.
Cc1cc(NC(=O)CSc2nnnn2-c2ccc(F)cc2)no1	1	5	0.5	0.7	23	4	.	5	-3	.

Source: PubChem BioAssay (several laboratories)
